# Bioassay records: PubChem BioAssay, National Center for Advancing Translational Sciences (NCATS)
# Pf Dd2 inh: blocks in vitro growth of P. falciparum Dd2; hit rate 4.3% among 120,000; AID 1347417; Potency, µM (series often up to 28.9 µM), for inactives: at the top dose activity, negative = inhibition, usual class: inhibitors; P. falciparum Dd2 growth, SYBR Green, 72 h; active means well fitted inhibition curve with a large enough effect; inconclusive means small, poorly fitted or top-dose-only effect; inactive means no such curve, though single readings can be large or run the other way;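 further: plate controls were DMSO vehicle for no effect and reference drug for full effect; nearly all actives have a fitted effect of over 65% in size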
#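 Readout: SYBR Green fluorescence, 485 nm excitation, 535 nm emission, after ~16 h lysis at 37C. Before that, Dd2-infected red cells (2.5% hematocrit) grew 72 h with compound, 29 uM top final concentration.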
# * hit, by the source's call; i = inactive; ? = inconclusive; [ ] = another dose, or the depositor's remark. Potency means the concentration at half of the fitted maximal effect.
item	Molecule	Pf Dd2 inh
1	CN(C)c1cccc(Oc2nnnn2[C@H]2CO[C@H]3[C@@H]2OC[C@@H]3NCC2CC2)c1	?
2	CN(C)C[C@@H]1CN(c2ncccn2)C[C@H]1NC(=O)CCc1ccccc1	?
3	CN1CCN([C@H]2CCN(C(=O)Cc3cccc(O)c3)C[C@H]2CCCO)CC1	16%
4	CCn1c(=O)c2cc(C(=O)NCc3ccc(F)cc3Cl)sc2c2ccccc21	33%[activator]
5	CC(=O)N1CCOc2cc(S(=O)(=O)N(C)Cc3ccccc3)c(Cl)cc21	-11%
6	O=C(Nc1ccc(Cl)cc1)c1cc(S(=O)(=O)N2CCCc3ccccc32)ccc1F	?
7	Cc1ccc(C(=O)N2CCC(c3n[nH]c(=O)n3Cc3ccc(F)cc3)CC2)c(C)c1	?
8	COc1ccccc1C(=O)N1CCCC(CN2CCC(C)CC2)CC1 (configuration not stated)	i
9	Cc1ccc(NC(=O)C2N(C(C)C)C(=O)C23CCCCC3)cc1 (configuration not stated)	-15%
10	Cc1ccc(-c2noc([C@@H]3CCCN3C(=O)Cc3cccc(C)c3)n2)cc1	-14%
11	COCCN(C)C(=O)c1cn2cc(-c3cccc(Cl)c3)n(CC3CC3)c(=O)c2n1	?
12	COc1ccc(Cl)cc1-c1ccc2c(c1)C(=O)N1CCN(C(=O)CC3(CC(=O)O)CCCC3)C[C@H]1C(=O)N2	-22%
13	Cc1ccc(-n2c(/C=C/c3cc(Br)cs3)nc3ccccc3c2=O)cc1	11%
14	CC(C)CCN1CC2(CCCN(C(=O)c3ccn(C)c(=O)c3)C2)CCC1=O (configuration not stated)	4%
15	COc1ccc(C2CC(=O)N(CC(=O)Nc3ccc(C(F)(F)F)cc3)c3ccccc3S2)cc1 (configuration not stated)	?
16	COCCOC1CCOC2(CCN(C(=O)Cc3ccccc3)CC2)C1 (configuration not stated)	-25%
17	Cn1nc2n(c1=O)CCC(NC(=O)c1cncc(Br)c1)CC2 (configuration not stated)	i
18	Cc1ccsc1C(=O)N1CC2CC(C1)[C@H]1CCCC(=O)N1C2 (some centres not stated)	-6%
19	Cc1c(CCNS(=O)(=O)c2ccccc2)sc2nc(-c3ccc(Cl)cc3)nn12	?
20	CN(C)C[C@@H]1CN(Cc2ccccc2)C[C@H]1NC(=O)c1cn[nH]c1	25%
21	CCc1ccc(S(=O)(=O)N2CCN(C3CCN(CCc4ccccc4)C3=O)CC2)cc1 (configuration not stated)	i
22	COc1ccc(C2(C(=O)N3CCCN(C(=O)C4CC4)C(c4ccccc4)CC(=O)NCC3)CC2)cc1 (configuration not stated)	i
23	O=c1cc(-c2cccnc2)oc2c(NCc3ccccc3)nccc12	?
24	COC(=O)C(C)Sc1nc2c([nH]c3ccccc32)c(=O)n1-c1ccc(OC)cc1 (configuration not stated)	?
25	O=C(NCc1ccccc1Cl)C1CCN(S(=O)(=O)c2ccc3c(c2)CCCN3C(=O)C2CCC2)CC1	i

# (listing goes on)
item	Molecule	Pf Dd2 inh
26	COC(=O)c1scc(-c2ccc(C)cc2)c1S(=O)(=O)Nc1ccc(NC(C)=O)cc1	i
27	O=C(c1ccc2c(c1)OCCN(c1cccc(OC(F)(F)F)c1)C2)N1CCOCC1	i
28	CCOc1ccc(CCNC(=O)CSc2cc(=O)n(C)c3cc(Cl)ccc23)cc1OCC	i
29	O=C(Nc1cc(F)ccc1F)C1COc2ccccc2C1 (configuration not stated)	23%
30	COc1ccc(Cn2c(C(=O)O)c(CNCc3ccccc3F)c3ccc(OC)cc32)cc1	8.9µM*
31	CNC(=O)[C@@H]1CN(C(=O)c2n[nH]c3ccccc23)C[C@H]1c1nc(C)no1	26%
32	O=C(O)C1=NOC2CN(Cc3cccc(C(F)(F)F)c3)CC12 (configuration not stated)	i
33	COc1ccc(NC(=O)CSc2nc(C)cc(C)c2C(=O)Nc2ccccc2OC)cc1	12%[0.594 µM]
34	O[C@@H]1C[C@@H](c2nc(-c3cccnc3)no2)N(Cc2ccccc2)C1	i
35	COc1cc(C(=O)N2CCc3c([nH]c4ccccc34)C2c2ccc(C)cc2)cc(OC)c1OC (configuration not stated)	?
36	COc1ccc(CN(C)C(=O)C2(c3ccc(OC)cc3)CCOCC2)cc1	-2%
37	Cc1cc(C)c(NC(=O)CN2C(=O)c3cccnc3Oc3ccc(C)cc32)c(C)c1	?
38	COc1ccccc1NC(=O)O[C@H]1COCCN(c2nc3ccccc3s2)C1	4%[44.1 µM]
39	CC(=O)Nc1ccc(S(=O)(=O)N[C@H]2CO[C@H]3[C@@H]2OC[C@@H]3Nc2nccc(C(C)(C)C)n2)cc1	-9%
40	COc1cc(C2c3c(-c4ccccc4O)n[nH]c3C(=O)N2CCO)ccc1OCc1ccccc1 (configuration not stated)	11µM*
41	CN1c2cc(C(=O)NCc3ccc(F)cc3F)ccc2C(=O)N2CCCCC21 (configuration not stated)	?
42	Cc1ccccc1S(=O)(=O)N1CCC2(CC1)CC(OCC1CC1)CCO2 (configuration not stated)	?
43	COC(=O)c1ccc2c(c1)N(Cc1ccc(F)cc1)C(=O)c1ccccc1S2	5%
44	CSc1cccc(NC(=O)Cn2c(=O)n(Cc3ccccc3)c(=O)c3sc4ccccc4c32)c1	-2%
45	Cc1c(-c2nsc(NC(=O)c3cccs3)n2)nnn1-c1ccc(Br)cc1	-23%
46	CCn1c(=O)n(-c2ccc3c(c2)OCO3)c2nc(-c3cccc(OC)c3OC)nc(C(N)=O)c21	6%
47	Cc1ccc(CNC(=O)CCc2c(C)nn(-c3ccc(N4CCOCC4)nn3)c2C)cc1	24%
48	Cc1cc(C)cc(NC(=O)Cn2ccn3nc4c(c3c2=O)CCCC4)c1	6%
49	Cc1cccc([S+](=O)([O-])N(C)Cc2cccn2C)c1	-7%[44.1 µM]
50	Cc1ccncc1-c1c(C)nn2c1N(C(=O)Cc1ccc(Cl)cc1)CCC2	i

# Going on with the list:
item	Molecule	Pf Dd2 inh
51	CN1C(=O)[C@H]2CN(Cc3cccc(C#N)c3)C[C@H]2C1=O	56%[activator]
52	CCOc1ccc(N(C(=O)c2ccccc2F)S(=O)(=O)c2ccc3c(c2)n(C)c(=O)n3C)cc1	i
53	CC1=Nc2cc(C(=O)NC3CCCC3)ccc2Sc2ccc(Br)cc21	7.9µM*
54	CCc1ccccc1NC(=O)Cn1ccn(-c2cc(C)cc(C)c2)c(=O)c1=O	50%[activator]
55	Cc1cccc(C(=O)N2CCCC3(C2)NC(=O)N(Cc2ccccc2)C3=O)c1 (configuration not stated)	-19%
56	Cc1cn2nnc(C(=O)NCC3CCCCC3)c2c(=O)[nH]1	6.3µM*
57	Cc1ccc2cccc(NC(=O)c3ccc(-c4ccc(Br)cc4)o3)c2n1	46%[activator]
58	CCC(CC)c1cc([C@H]2CN3CC[C@H]2C[C@@H]3CNC(=O)Nc2ccc(OC)cc2)nc(-c2ccncc2)n1	?
59	CC1(C(=O)NC2CC2)CCCc2cnc(Nc3ccccc3)nc21 (configuration not stated)	i
60	Cc1ccccc1-n1nc(C)c(CCC(=O)NCC2CCCO2)c1Oc1ccccc1F (configuration not stated)	i
61	COc1cc(NC(=O)N2CCC(CN3CCOCC3)CC2)cc(OC)c1OC	24%
62	OCC1CCCCN1CCNc1nccc(-c2cccnc2)n1 (configuration not stated)	-30%
63	Brc1ccc(CN2CCC(c3nc4ncccc4[nH]3)C2)cc1 (configuration not stated)	-26%
64	COc1ccc(-c2noc(CSc3nnc(C)n3-c3ccc(OC)cc3)n2)cc1	-5%
65	Cc1ccc(C(=O)N2CC(N(C)c3ccccc3C)C2)cc1	-12%[44.1 µM]
66	O=C(NCCc1ccc(F)cc1)c1cc(CN2CCOCC2)on1	-4%
67	O=C1CC2(CCN(C(=O)c3ccccc3)C2)Nc2ccccc2N1 (configuration not stated)	4%
68	COc1cccc(NC(=O)C(=O)NCC(c2cccnc2)N2CCN(c3ccccc3)CC2)c1 (configuration not stated)	?
69	CCn1cc(C(=O)NC2CCc3nnc(C4CC4)n3CC2)cn1 (configuration not stated)	31%[activator]
70	COc1cc(C2N=C(N)Nc3nc4ccccc4n32)ccc1OCCC(C)C (configuration not stated)	-25%
71	Cc1cccc(C(=O)N2CCC(Cc3nc(C(C)C)no3)CC2)c1	23%
72	CCc1ccc(NC(=O)CN2CCN(C3CCCCC3)C(=O)C2=O)cc1	i
73	CCCC(=O)Nc1ccc(NC(=O)C2CC(=O)N(CC(C)C)C2)cc1OC (configuration not stated)	-9%
74	Cn1c(CN2CCOC[C@H]2c2ncc(-c3ccc(Cl)s3)[nH]2)nc2ccccc21	11µM*
75	Cc1ccc(S(=O)(=O)C(CNC(=O)C(=O)NCCc2ccccc2)c2cccs2)cc1 (configuration not stated)	1%

# Following part:
item	Molecule	Pf Dd2 inh
76	Cc1noc([C@@H]2CN(Cc3ccc[nH]3)C[C@H]2CO)n1	3%
77	COc1ccc(OC)c(CCNC(=O)c2ccc(CS(=O)Cc3cccc(Cl)c3)o2)c1 (configuration not stated)	-15%
78	COc1ccc(Cc2ncc3c(n2)CN(C(=O)c2ccc(OC)c(O)c2)C3)cc1	i
79	COc1ccc(N(C)C(=O)c2oc(=O)c3ccccc3c2-c2ccc(C)cc2)c(OC)c1	?
80	Cc1cnc(C(=O)N[C@@H]2CCC[C@@H]2C(=O)NCc2cccs2)cn1	-14%
81	Cc1ccc(-c2cc(N3CCCN(C(=O)c4ccccc4C)CC3)n[nH]2)cc1C	-24%
82	CCOC(=O)COc1ccc(CC)cc1C(=O)c1ccn2nc(-c3ccc(C)cc3)cc2n1	i
83	Cc1noc(C2CC3(CCN(C(=O)Cn4c(=O)oc5ccccc54)CC3)CN2C)n1 (configuration not stated)	-29%
84	CCc1ccc2oc(-c3ccc(C)c(NC(=O)c4ccc(C#N)cc4F)c3)nc2c1	10%
85	CCOc1ccccc1NC(=O)Cn1c(N2CCOCC2)nc(COC)cc1=O	i
86	COC(=O)[C@@H]1Cc2ncn(Cc3ccc(OC)cc3)c2CN1S(=O)(=O)c1ccc(F)cc1	?
87	Cc1cccc(N2CCN(S(=O)(=O)c3c(C)nc4scc(C)n4c3=O)CC2)c1C	-4%
88	Cc1nc2n(n1)C(C(=O)Nc1ccccc1)CC(=O)N2 (configuration not stated)	-1%
89	O=C1NC2(CCN(Cc3ccsc3)CC2)Oc2ccccc21	-23%[44.1 µM]
90	CS(=O)(=O)N1CCC(OC2CCN(C(=O)NCCc3ccccc3)CC2)CC1	-8%
91	COc1ccc2[nH]c(C(=O)N3C[C@@H](CO)[C@H](c4ccncc4)C3)cc2c1	?
92	O=C1CC(c2nc(-c3ccc(Cl)cc3)no2)CN1c1ccc2c(c1)OCCO2 (configuration not stated)	24%
93	COc1ccccc1-c1ccnc(N[C@H]2CO[C@H]3[C@@H]2OC[C@@H]3NS(=O)(=O)c2cccc3cccnc23)n1	i
94	CCN(CC)[C@H]1[C@@H]2OC[C@@H](O2)[C@@H](NCc2ccc(OC(F)(F)F)cc2)[C@@H]1O	i
95	Cc1cccc(N(C)C(=O)Cn2c(N3CCc4ccccc4C3)nc(C)cc2=O)c1	-29%
96	COc1cc(-c2nc3nc[nH]n3c2Nc2ccc(C(C)C)cc2)ccc1O	i
97	CC(C)(Oc1nn(CC2CCOCC2)c2ccccc12)C(=O)NCc1ccccc1	?
98	Cc1ccc(-c2nc(N3CCCC(C)C3)c3ccccc3n2)cc1 (configuration not stated)	19%
99	CN(C)c1ccc(-c2ccnc(N[C@H]3CO[C@H]4[C@@H]3OC[C@H]4OC(=O)Nc3cccc(C#N)c3)n2)cc1	?
100	CCOC(=O)C1CCN(C(=O)Cc2ccc(N(Cc3cccc(F)c3)C(=O)c3ccco3)cc2)CC1	?

# Remaining list, next part:
item	Molecule	Pf Dd2 inh
101	O=C(NCCc1ccc(Cl)cc1)c1cccn1-c1nnc(N2CCCC2)s1	1%
102	COc1cc2ccccc2cc1C(=O)Nc1ccc2oc(-c3ccc(F)cc3)nc2c1	-19%
103	COc1ccc(NC(=O)CCCc2nnc3n(CCC(C)C)c(=O)c4sccc4n23)cc1Cl	?
104	COc1ccc(C(=O)N2CCN(c3cc(-c4ccccc4)[nH]n3)CC2)c(OC)c1	-13%
105	COc1ccc(-c2nnc([C@H]3CCN(S(=O)(=O)Cc4ccccc4)C3)o2)cc1	10µM*
106	CCCn1c(=O)c2c(nc3n2CCN3c2ccc(C)cc2)n(C)c1=O	i
107	O=C(Cc1ccccc1)Nc1sc2c(c1C(=O)Nc1ccccc1)CCCCC2	?
108	CCN(CC)C(=O)C[C@@H]1CCNC[C@@H]1Cc1cc(-c2ccccn2)on1	-17%[44.1 µM]
109	NCCO[C@H]1C[C@@H](O)C12CCN(S(=O)(=O)c1ccc(F)cc1)CC2	-19%
110	COc1cccc(C(=O)N2CCC(N3C[C@H](O)C[C@H]3C(=O)NCc3cc(F)ccc3F)CC2)c1	?
111	COC(=O)[C@H](Cc1ccc(OC)cc1)NC(=O)[C@@H]1CNCCN1S(=O)(=O)c1ccccc1	i
112	COc1ccc(NC(=O)c2sc3nc4c(cc3c2N)CCCCCC4)cc1Cl	39%[activator]

# This is a subset. The share of hits here may be higher or lower than overall.
